Source: PubChem (National Center for Advancing Translational Sciences (NCATS))
HEK293 tox – cytotoxicity in counter-screen for GLP-1R inverse agonists. HEK293 cAMP-luciferase reporter cells, luminescence, 24 h. Potency, µM (top dose mostly 38.3 µM), without a hit: at the top dose activity change, negative = inhibition, most hits filed as inhibitors. 410,000 compounds, 0.13% hits. AID 624418;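 note: loss of luciferase light is scored as toxicity; potency is the fitted concentration of half-maximal effect; % is set by controls: 0 for no effect and ±100 for the full control effect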
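A 23 nL compound transfer followed 12 hours of cell culture at 37 deg C; exposure then lasted 24 hr. Luciferase assay detection reagent was dispensed and plates read for luminescence after a 12 min room-temperature wait.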
PTHR1 ag – activates the human parathyroid hormone receptor PTHR1. 410,000 compounds, 0.075% hits. HEK293 GP2 PTHR1 cells, GloSensor cAMP luminescence, 1 h. Potency, µM (titrated, usually from 115 µM), inactives show top-dose activation, hits mostly activators. Q03431; note: potency is the fitted concentration of half-maximal effect; nearly all actives have a fitted effect of over 55% in size; some results filed as inactive show a strong effect at the top dose; inactives centre near -15; many of its hits are not listed in these tables
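HEK-293-derived GP2 cells expressing PTHR1 and a GloSensor cAMP reporter, 3,000/well, plated overnight, given luciferin plus IBMX (each 0.5 mM as added) for 1 h at 37 °C, then compound for 1 h at 37 °C. Luminescence was read after 15 min at room temperature.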
PI5P4K alpha inh – inhibitors of human PI5P4K alpha; 330,000 compounds, 1.2% hits; PI5P4Kalpha enzyme, ADP-Glo luminescence, 60 min; stronger effect = lower value; max response, %; active = max response of -50% or lower; inconclusive = between -30% and -50%; inactive = -30% or higher; note: value at the top dose of about 77 µM; % is set by controls: 0 for no effect and ±100 for the full control effect
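ADP-Glo luminescence end-point after a 60 min room-temperature kinase reaction. PI5P4Kalpha and substrate in HEPES pH 7.4 buffer with EGTA, 0.1% CHAPS and 5% DMSO; ATP at 5 microM final.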
GLP1R inv ag – inverse agonists of human GLP-1 receptor; P43220; HEK293 GLP-1R CRE-luciferase, luminescence, 24 h; GLP-1R form is constitutively active; Potency, µM (doses to about 38.3 µM), for inactives: top-dose activity change, negative = inhibition, hits mostly inhibitors; 410,000 compounds, 1.6% hits; note: potency is the fitted concentration of half-maximal effect; % is set by controls: 0 for no effect and ±100 for the full control effect; nearly all actives have a fitted effect of over 55% in size
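Luminescence readout: a drop in cAMP-driven luciferase signal flags inverse agonism at a constitutively active GLP-1R stably expressed in HEK293. Compound exposure lasted 24 hr at 37 deg C, 5% CO2.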
IL2 activator – activates IL-2 in a cell-based reporter assay. AID 652025. activation, % (series mostly up to about 46 µM). IL-2 activation reporter assay, cell-based qHTS; stimulated with anti-CD3/CD4/CD28 beads; in transgenic mouse T cells. 360,000 compounds, 0.065% hits; in the data active = activation above about 50%; inconclusive = mostly about 30% to 49%; note: 0% is about no effect
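Unstimulated transgenic mouse T cells, 750 per well, received compound and, after 60 minutes, anti-CD3/anti-CD4 bead plus anti-CD28 stimulation. EGFP and DsRed were quantified after 18 hours.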
EPAC1 antagonist – antagonists of human EPAC1; Potency, µM (top dose mostly 115 µM), inactives show at the highest dose activity change, negative = inhibition, usual class: inhibitors; O95398; EPAC1 GEF assay, Rap1b-BODIPY-GDP exchange fluorescence; AID 720709; 360,000 compounds, 0.14% hits;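 note: potency is the fitted concentration of half-maximal effect; plate controls were vehicle for no effect and positive control for full effect; nearly all actives have a fitted effect of over 50% in size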
GLP-1R agonist – activates the human GLP-1 receptor; P43220; HEK293 GLP-1R CRE-luciferase, luminescence, 4-6 h; cells express a hypersensitive GLP-1R form; Potency, µM (titrated, usually from 45.6 µM), for the others: top-dose activation, hits mostly activators; 380,000 compounds, 0.007% hits; AID 624172; note: potency is the fitted concentration of half-maximal effect; % of control where 0% means no effect
EPAC1 ag – activates human EPAC1 exchange factor; EPAC1 agonist qHTS, biochemical assay; response scale: 100% = response to 6.5 mM cAMP; Potency, µM (titrated, usually from 154 µM), for inactives: at the top dose activation, most hits filed as activators; 360,000 compounds, 0.073% hits; note: potency is the fitted concentration of half-maximal effect; nearly all actives have a fitted effect of over 60% in size
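Normalized to 6.5 mM cAMP, activity reflects EPAC1-catalysed release of BODIPY-GDP from Rap1B, followed kinetically over 30 min at 480 nm excitation, 540 nm emission. Reaction contained 100 nM EPAC1, 250 nM Rap1B-BODIPY-GDP, 50 uM GDP.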
PLK1 PBD inh – inhibitors of human PLK1 polo-box domain binding | P53350 | Plk1 PBD binding of FITC phosphopeptide, fluorescence polarization | Potency, µM, for the others: max response, negative = inhibition, actives largely listed as inhibitors | 360,000 compounds, 2.8% hits; note: potency is the fitted concentration of half-maximal effect; series mostly up to about 57 µM; % is set by controls: 0 for no effect and ±100 for the full control effect; nearly all actives have a fitted effect of over 65% in size
Active calls of the source: *; i = inactive; ? = inconclusive; nt = no result given; [ ] = remark or other dose. Unless noted, calls come from the whole dose curve; as a rule, active = well fitted curve in the direction sought with a large enough effect; inconclusive = small, poorly fitted or top-dose-only effect, or another doubt; inactive = no such curve, though single readings can be large; an effect the other way counts as inactive or inconclusive. Not all compounds are listed (hit frequency here may not be typical).

SMILES	HEK293 tox	PTHR1 ag	PI5P4K alpha inh	GLP1R inv ag	IL2 activator	EPAC1 antagonist	GLP-1R agonist	EPAC1 ag	PLK1 PBD inh
O=C1c2cccnc2Oc2ccc(Cl)cc2N1Cc1ccc(F)cc1	1%	-22%	-2	?	0.5	-3%	16%	18%	-4%
C/C(=N/NS(=O)(=O)c1ccc(C)c(C)c1)c1c[nH]c2ccccc12	-9%	i	4	?	0.3	13%	9%	7%	-11%
CSCCC(NC(=O)COc1ccccc1)C(=O)N(C)CC(=O)Nc1ccc(C)cc1 (configuration not stated)	-26%	-10%	-4	?	-4.0	-14%	-1%	6%	-6%
Cc1ccc(C(=O)NCC(=O)OCn2nnc3ccccc3c2=O)cc1	1%	-16%	0	6%	0.8	-2%	-1%	21%	-4%
NC(=O)c1ncc(C(F)(F)F)cc1Oc1cccc(F)c1	10%	i	7	0%	-5.1	-9%	-3%	-7%	-4%
N#CCCn1cc(/C=C2\NC(=S)N(c3ccccc3)C2=O)c(-c2ccc(F)cc2)n1	?	-10%	5	?	-0.6	-22%	6%	10%	-15%
O=C(NCc1ccccc1)c1nc(-c2c(F)cccc2F)oc1-c1ccccc1	0%	-21%	6	24%	-0.8	9%	nt	-2%	1%
Clc1ccc(-c2nnc3c4ccccc4nc(N4CCOCC4)n23)cc1Cl	10%	-43%[inhibitor]	12	-24%	0.1	-21%	-1%	7%	-14%
O=C(Nc1ccccc1N1CCOCC1)c1ccc2nc[nH]c2c1	5%	-7%	-5	11%	-0.2	-18%	4%	8%	-12%
COc1ccc(-n2c(SCC(=O)NCc3cccs3)nc3[nH]ncc3c2=O)cc1	-6%	i	1	0%	-0.1	-5%	15%	20%	-3%
Cc1ccc2sc(NC(=O)CN3C(=O)CCC3=O)nc2c1C	5%	-88%[inhibitor]	6	-8%	0.3	-29%	4%	-6%	-16%
CCOC(=O)/C(=C/c1ccc(F)cc1)NC(C)=O	1%	i	3	14%	-5.3	-21%	0%	-1%	4%
CO[C@H]1CN(C)C(=O)c2cc(NC(=O)c3ccccc3)ccc2OC[C@H](C)NC[C@@H]1C	4%	i	0	18%	1.0	7%	nt	-2%	-8%
CC(C)(C)OC(=O)N1CCN(C(=O)c2ncn3c2c(=O)[nH]c2ccccc23)CC1	-8%	i	6	-9%	0.0	2%	2%	-2%	-5%
Cc1cc(OCC(=O)NC2CC2)c2c(C)cc(=O)oc2c1	-2%	i	8	6%	0.1	-27%	8%	12%	-5%
Cc1nn(-c2cc(C(F)(F)F)ccn2)c(=O)o1	1%	i	0	11%	0.9	-9%	12%	11%	-4%
COCCn1c(SCC#N)nnc1-c1ccccc1	-15%	i	nt	1%	-2.1	7%	1%	-2%	-4%
COc1ccc(C(C(=O)NC(C)(C)C)N(C(=O)CCC(=O)Nc2cc(C)on2)c2ccc(C)c(C)c2)cc1 (configuration not stated)	6%	15%	-7	7%	0.2	-6%	1%	-7%	-8%
O=C(O)c1ccc(S(=O)(=O)c2ccccc2)cc1	2%	-19%[57.5 µM]	nt	3%	-1.4	13%	-9%	-3%	1%
C=CCSc1nc(C)c(CCCC)c(=O)[nH]1	0%	-30%	7	-1%	-2.8	-29%	8%	-5%	-5%
COc1ccc(OC)c(C(C(=O)NCc2ccco2)N(C(=O)Cn2nnc3ccccc32)C2CC2)c1 (configuration not stated)	19%	-10%	-7	0%	-5.5	5%	2%	-8%	-9%
O=C(Nc1cnc2ccccc2c1)N1CCOCC1	-6%	-2%[57.5 µM]	-3	11%	0.9	-5%	-8%	-2%	27µM*
CCc1nnc(NC(=O)C23CC4CC(CC(C4)C2)C3)s1	4%	-32%[inhibitor]	1	?	-2.0	-7%	-9%	3%	-19%
Cc1ccccc1NC(=O)CCN1CCN(C)CC1	2%	-20%	4	13%	0.9	-1%	-2%	-6%	-5%
O=C(Nc1cccnc1)C1Cc2c(-c3ccco3)ccnc2O1 (configuration not stated)	2%	i	1	20%	-0.1	9%	9%	-6%	0%
COc1ccc(NC(=O)c2ccccc2C)c(OC)c1	6%	i	nt	0%	-0.4	-13%	17%	5%	0%
Cc1ccc(/C=C2\SC(=S)N(CCC(=O)NCCCN3CCOCC3)C2=O)cc1	?	i	2	?	-0.3	-24%	-1%	-1%	-11%
CC(C)(C)c1ccc(N=C2SCC(=O)N2Cc2cccs2)cc1	2%	-29%	0	?	2.7	?	16%	1%	-15%
CC(=O)Nc1ccc(C(=O)N2CCCCC2c2cc(C(=O)NCc3cccnc3)no2)cc1 (configuration not stated)	4%	i	4	21%	0.8	-6%	3%	2%	0%
COc1cc2[nH]c(=O)n(CCCCCC(=O)NCCc3c[nH]c4ccccc34)c(=O)c2cc1OC	15%	i	1	5%	1.7	-22%	12%	3%	-16%
NC(=O)CN1CCN(S(=O)(=O)c2ccc(Br)cc2)CC1	-8%	-23%	1	-8%	0.4	2%	2%	6%	-27%
CCOC(=O)NNc1cc(C(F)(F)F)ccn1	1%	i	0	4%	1.9	5%	8%	-1%	6%
Cn1c(=O)c2c(nc(N/N=C/c3ccncc3)n2Cc2ccccc2)n(C)c1=O	-5%	i	6	24%	0.2	0%	0%	-6%	-3%
COc1ccc(C=NNC(=S)Nc2ccc(F)cc2)cc1OC	?	-36%	-1	?	-0.2	-1%	9%	-1%	3%
CC(C)(C)c1ccc(C(=O)NC(=S)NCc2ccco2)cc1	-26%	-8%	0	?	-2.1	6%	1%	3%	-1%
O=C(N1CCN(c2ncccn2)CC1)C12CC3CC(CC(C3)C1)C2	5%	i	3	-7%	0.0	5%	12%	10%	-14%
CCc1ccc2c(CC(=O)NNC(=O)c3ccncc3)coc2c1	-24%	-2%	3	-5%	0.6	20%	3%	-15%	1%
CCN1CCN(c2ncnc3c2cnn3-c2ccc(C)cc2C)CC1	-13%	-5%	-12	1%	-3.8	1%	0%	-14%	-12%
Cc1cc(C)c(NC(=O)c2cccc3c2C(=O)N(C2CCCCC2)C3)c(C)c1	6%	i	0	?	-5.0	6%	1%	9%	-7%
Cc1onc(-c2ccccc2)c1CNS(=O)(=O)c1cccc(Cl)c1	2%	i	0	?	0.1	-8%	0%	-2%	-3%

Full records, quoted from the list. Order of values: HEK293 tox | PTHR1 ag | PI5P4K alpha inh | GLP1R inv ag | IL2 activator | EPAC1 antagonist | GLP-1R agonist | EPAC1 ag | PLK1 PBD inh
CCOC(=O)NNc1cc(C(F)(F)F)ccn1 as listed: 1% | i | 0 | 4% | 1.9 | 5% | 8% | -1% | 6%
CC(C)(C)c1ccc(C(=O)NC(=S)NCc2ccco2)cc1 as listed: -26% | -8% | 0 | ? | -2.1 | 6% | 1% | 3% | -1%
Cc1onc(-c2ccccc2)c1CNS(=O)(=O)c1cccc(Cl)c1 as listed: 2% | i | 0 | ? | 0.1 | -8% | 0% | -2% | -3%
COc1ccc(C=NNC(=S)Nc2ccc(F)cc2)cc1OC as listed: ? | -36% | -1 | ? | -0.2 | -1% | 9% | -1% | 3%
CCc1ccc2c(CC(=O)NNC(=O)c3ccncc3)coc2c1 as listed: -24% | -2% | 3 | -5% | 0.6 | 20% | 3% | -15% | 1%

(list continues)
SMILES	HEK293 tox	PTHR1 ag	PI5P4K alpha inh	GLP1R inv ag	IL2 activator	EPAC1 antagonist	GLP-1R agonist	EPAC1 ag	PLK1 PBD inh
O=C(O)C1C2C=CC(O2)C1C(=O)Nc1ccc(S(=O)(=O)Nc2ccccc2)cc1 (configuration not stated)	12%	-17%	nt	0%	0.8	-9%	-5%	6%	-23%
Cc1onc(-c2ccccc2)c1C(=O)NC1CC1	-8%	i	4	-5%	3.6	-6%	7%	13%	-6%
O=C(Nc1cc(-c2nc3ccccc3o2)ccc1Cl)c1ccc(N2CCCCC2)c([N+](=O)[O-])c1	-5%	-41%[inhibitor]	nt	13%	nt	nt	3%	nt	nt
Clc1ccc(-c2csc(N/N=C\c3cccnc3)n2)cc1	-15%	-32%[inhibitor]	-14	-28%	-0.1	10%	4%	9%	1%
Cn1c(-[n+]2c(-c3ccccc3)cc(-c3ccccc3)cc2-c2ccccc2)nc2cc([N+](=O)[O-])ccc21	-2%	i	-5	-10%	5.8	13%	0%	0%	-13%
Cc1nn(CC(=O)Nc2cc(S(=O)(=O)N(C)C)ccc2Cl)c(C)c1[N+](=O)[O-]	-15%	-12%	0	10%	0.0	3%	1%	-5%	0%
Brc1ccsc1/C=N/Nc1ccccc1	-24%	-47%[inhibitor]	2	?	2.5	4%	-2%	1%	-8%
COC(=O)c1sc(NC(=O)CSc2n[nH]c(N)n2)c(C(=O)OC)c1C	14%	-34%	5	53%[activator]	0.4	-29%	8%	12%	-7%
C=CCNC(=O)/C(=C/c1cccc([N+](=O)[O-])c1)NC(=O)c1ccccc1	3%	i	0	15%	-0.5	1%	13%	-4%	-1%
CCn1nnnc1SCC(=O)c1ccc(C)cc1	-7%	-19%[57.5 µM]	nt	2%	-2.1	8%	-4%	12%	-8%
O=c1cc(CN2CCN(Cc3ccccc3)CC2)c2ccc(O)c(O)c2o1	-10%	-12%	28	-11%	-1.4	?	10%	-7%	-7%
Cn1c(=O)n(C)c2cc(N3CCCCC3)c(NC(=O)c3ccccc3)cc21	0%	-2%	-3	3%	-2.7	7%	0%	11%	-3%

Another view of some results above:
CC(C)(C)c1ccc(C(=O)NC(=S)NCc2ccco2)cc1
  HEK293 tox: -26%; PTHR1 ag: -8%; PI5P4K alpha inh: 0; GLP1R inv ag: ?; IL2 activator: -2.1; EPAC1 antagonist: 6%; GLP-1R agonist: 1%; EPAC1 ag: 3%; PLK1 PBD inh: -1%

Cc1cc(OCC(=O)NC2CC2)c2c(C)cc(=O)oc2c1
  HEK293 tox: -2%; PTHR1 ag: i; PI5P4K alpha inh: 8; GLP1R inv ag: 6%; IL2 activator: 0.1; EPAC1 antagonist: -27%; GLP-1R agonist: 8%; EPAC1 ag: 12%; PLK1 PBD inh: -5%
